Bioassay records deposited in PubChem by several laboratories.
hK5 inh – human KLK5 protease inhibitors, primary screen, biochemical, 1536-well | inhibition, % at 5 µM | Kallikrein-5 (Homo sapiens), Q9Y337 | recombinant hK5, fluorogenic AMC substrate cleavage | hit rate 0.59% among 210,000 | AID 873, 2007;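 active = inhibition of 40% or more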;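 also: 0% = enzyme controls without compound and 100% = no-enzyme blanks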
EBV gp42 inh – Epstein-Barr virus gp42 inhibitors, primary screen, biochemical, uHTS, fluorescence polarization; Glycoprotein 42 (Epstein-Barr virus (strain AG876)), Q1HVG2; inhibition, % (tested at 21.74 µM); hit rate 0.42% among 220,000; Fluorescence polarization binding assay, mP read-out; in the data active = inhibition above about 50%
eIF4E-4G inh – eIF4E–eIF4G protein interaction inhibitors, primary screen, biochemical, uHTS, TR-FRET, eIF4GI fragment; Eukaryotic translation initiation factor 4E (Mus musculus) + Eukaryotic translation …; TR-FRET eIF4E-eIF4GI(517-606) binding, 2 h; inhibition, % at 21.7 µM; hit rate 0.37% among 220,000; AID 782, 2007;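 also: 0% = full FRET control wells and 100% = background wells lacking eIF4GI fragment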
Furin inh – human furin inhibitors, primary screen, biochemical, fluorescence intensity | P09958 | purified furin, fluorogenic substrate cleavage | inhibition, % at 30 µM | hit rate 0.061% among 220,000 | AID 463115, 2010; in the data active = inhibition above about 25%; also: inactives centre near -15
thrombin 1536 – human alpha-thrombin inhibitors, primary screen, counter-screen for coagulation protease inhibitor project, biochemical, 1536-well, fluorogenic AMC substrate | Prothrombin (Homo sapiens), P00734 | Boc-VPR-AMC fluorogenic substrate cleavage | inhibition, % at 5 µM | hit rate 0.26% among 220,000 | AID 1046, 2008;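 active = inhibition at or above 40%; inactive = inhibition below 40%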;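 also: 0% = enzyme with no compound and 100% = wells without enzyme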
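Material: Human alpha-thrombin protein | Buffer or medium: pH 7.5 Tris-saline with Tween 20 | Reagent: Boc-VPR-AMC substrate, 15 µM final | Schedule: Reaction at ambient temperature | Detection: AMC fluorescence at 355 nm excitation and 460 nm emission | Evaluation: Percent inhibition scaled between no-compound controls and no-enzyme blanks | Controls: no-compound enzyme wells and no-enzyme blanks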
Cl transport mod – KCC2 cotransporter modulators, thallium flux, primary screen, cell-based, HEK293 KCC2, FluoZin-2 fluorescence, MLSMR; KCC2 cells, thallium flux FluoZin-2 fluorescence; Solute carrier family 12 member 5 (Homo sapiens), Q9H2X9; B-score of Tl+ flux slope (higher = more flux/activation; lower = inhibition) at 10 µM; hit rate 2.2% among 190,000;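 active = thallium flux slope and its plate-corrected score both differing from the plate sample mean at a set confidence after two filtering rounds, in either direction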;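 also: slope of fluorescence scaled to starting intensity during 10 to 20 s after thallium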
Target sequence (Q9H2X9 whole entry, looked up): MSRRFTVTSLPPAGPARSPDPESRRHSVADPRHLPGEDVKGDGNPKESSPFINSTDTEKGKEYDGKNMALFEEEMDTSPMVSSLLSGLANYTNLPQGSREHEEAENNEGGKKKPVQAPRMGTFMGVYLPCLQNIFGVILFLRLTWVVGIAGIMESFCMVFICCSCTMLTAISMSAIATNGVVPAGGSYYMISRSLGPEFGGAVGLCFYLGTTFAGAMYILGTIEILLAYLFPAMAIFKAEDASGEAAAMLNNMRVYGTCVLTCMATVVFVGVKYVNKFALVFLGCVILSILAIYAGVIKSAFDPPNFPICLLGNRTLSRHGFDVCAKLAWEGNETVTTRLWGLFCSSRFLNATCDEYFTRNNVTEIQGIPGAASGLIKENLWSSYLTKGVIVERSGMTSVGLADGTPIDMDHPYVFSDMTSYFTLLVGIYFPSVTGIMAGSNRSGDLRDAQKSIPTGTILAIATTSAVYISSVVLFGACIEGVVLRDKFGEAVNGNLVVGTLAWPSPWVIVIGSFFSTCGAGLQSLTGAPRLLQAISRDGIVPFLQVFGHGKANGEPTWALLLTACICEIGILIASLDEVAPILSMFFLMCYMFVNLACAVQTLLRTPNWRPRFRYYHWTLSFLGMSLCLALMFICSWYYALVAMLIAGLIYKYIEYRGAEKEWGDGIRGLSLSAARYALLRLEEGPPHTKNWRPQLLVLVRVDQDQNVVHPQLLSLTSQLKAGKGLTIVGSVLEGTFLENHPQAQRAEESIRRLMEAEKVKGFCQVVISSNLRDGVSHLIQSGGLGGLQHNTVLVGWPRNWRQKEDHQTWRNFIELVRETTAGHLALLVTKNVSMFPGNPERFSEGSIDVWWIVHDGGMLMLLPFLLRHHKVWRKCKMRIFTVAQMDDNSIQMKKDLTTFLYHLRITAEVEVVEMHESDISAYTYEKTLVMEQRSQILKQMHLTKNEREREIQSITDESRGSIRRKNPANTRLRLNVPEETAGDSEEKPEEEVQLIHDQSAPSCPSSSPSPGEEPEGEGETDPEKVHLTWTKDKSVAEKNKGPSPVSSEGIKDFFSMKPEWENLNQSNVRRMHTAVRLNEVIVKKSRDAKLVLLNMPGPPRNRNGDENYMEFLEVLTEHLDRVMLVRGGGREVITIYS
Rad51 HR inh – human RAD51 strand exchange inhibitors, primary screen, biochemical, fluorescence; DNA repair protein RAD51 homolog 1 (Homo sapiens), Q06609; hRad51 DNA strand exchange, fluorescence dequenching; inhibition, % at 10 µM; hit rate 0.085% among 200,000; AID 1385, 2008;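 active = inhibition above 40% at the single screening dose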;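 also: 0% = DMSO control wells and 100% = blanks with heterologous ssDNA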
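Test system: preformed human Rad51 ssDNA filaments. Compound dosing: single dose, 10 µM final compound. Incubation: filaments 15 min 37 °C, then compound 30 min. Technique: FRET fluorescence dequenching, excitation 485 nm, emission 520 nm. Read-out basis: percent inhibition from fluorescence, normalised to plate control and blank means. Benchmarks: plate controls and plate blanks.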
NCF1 inh – p47phox/p22phox peptide binding inhibitors, primary screen, biochemical, uHTS, NADPH oxidase regulatory subunit; Neutrophil cytosol factor 1 (Homo sapiens), P14598; fluorescence polarization, 2 h; inhibition, % at 24.7 µM; hit rate 0.53% among 220,000; AID 1274, 2008;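 also: 0% = p47phox with labelled peptide and 100% = labelled peptide alone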
14-3-3 Bad PPI – inhibitors of 14-3-3 zeta/Bad binding, primary screen, biochemical, TR-FRET, bovine 14-3-3 zeta | hit rate 0.71% among 220,000 | 14-3-3 protein zeta/delta (Bos taurus), P63103 | inhibition, % at 21.7 µM | TR-FRET 14-3-3zeta/Dy647-pBad peptide displacement, 1 h;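 active = inhibition above about 70%, limit read from the data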;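 also: 0% = full 14-3-3 plus peptide FRET controls and 100% = background without 14-3-3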
Numbers without * were called inactive; · = not tested or not shown; [ ] = dose if it differs, or a comment.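 The calls were made as follows, unless noted: active = inhibition above about 30% (limit read from the data); inactive = the rest.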

mol	hK5 inh	EBV gp42 inh	eIF4E-4G inh	Furin inh	thrombin 1536	Cl transport mod	Rad51 HR inh	NCF1 inh	14-3-3 Bad PPI
C=CCNc1nc(NC(C)(C)CO)nc(OCC)n1	-4	1	0	-16	-3	-0.38	-3	-8	1
Cc1cc(C)n2nc(SCC(=O)N(CC(C)C)c3c(N)n(CC(C)C)c(=O)[nH]c3=O)nc2n1	-4	-9	1	-16	-6	-0.1	8	-10	-3
Cc1nc2c(C(=O)NCCC3=CCCCC3)c[nH]n2c(=O)c1Cl	6	-10	13	-25	-8	-0.33	-12	-6	55
Cc1ccc(C(c2nnnn2CCC(C)C)N2CCN(C)CC2)cc1 (centres undefined)	-41	-21	-8	-18[20 µM]	3	·	8	-5	64
COC(=O)c1c(C)oc2ccc(N(C(=O)c3ccncc3)S(=O)(=O)c3ccccc3)cc12	6	-7	16	-18[20 µM]	4	-0.09	-7	-16	17
COc1ccc(CNC(=O)COC(=O)C2=COCCO2)cc1	-2	-15	3	-8[20 µM]	-4	-0.25	6	-6	8
CC(=O)c1cccc(-n2nnnc2SCC(=O)NNC(=O)C(C)C)c1	-3	7	0	-26	2	0.53	17	-7	-7
COc1ccc(CN2CCN(Cc3cccn3-c3ncccn3)CC2CCO)c(C)c1C (centres undefined)	·	1	-1	-18	-4	1.1	-9	-6	-10
C=CCn1c(COc2ccc(CC)cc2)nnc1SCC(=O)NC1CCS(=O)(=O)C1 (centres undefined)	-9	-3	1	-15[20 µM]	8	-0.1	9	-11	3[fluorescence artefact?]
Cc1cc(Oc2ccc(Br)cc2)nc(SCC(=O)c2ccccc2)n1	-7	9	0	-11	-3	-0.14	·	-5	-6[fluorescence artefact?]
O=C(c1cc(Br)ccc1Cl)N1CCCC1	-2	-13	1	-30	-1	1.7	-8	2	-10
Cc1ccccc1NC(=O)c1c(C)[nH]c(=S)c(C#N)c1-c1ccco1	1	-19	1	-14	3	0.53	-5	-16	8[fluorescence artefact?]
CC(=O)Nc1ccc(S(=O)(=O)N2CCN=C2SCc2cccnc2)cc1	3	-24	1	-30	-2	-1	-1	-4	-3
COc1ccc(S(=O)(=O)N2CCN(C)CC2)c2ccccc12	-26	-17	4[fluorescence artefact?]	-24	-1	0.47	-6	-5	2[fluorescence artefact?]
Cc1ccc(C(=O)N/C(=C\c2sccc2C)C(=O)NCc2ccncc2)cc1	2	-9	3	-6	-5	0.86	4	3	19

Pulled by compound from the list above, four records:
mol	hK5 inh	EBV gp42 inh	eIF4E-4G inh	Furin inh	thrombin 1536	Cl transport mod	Rad51 HR inh	NCF1 inh	14-3-3 Bad PPI
COC(=O)c1c(C)oc2ccc(N(C(=O)c3ccncc3)S(=O)(=O)c3ccccc3)cc12	6	-7	16	-18[20 µM]	4	-0.09	-7	-16	17
COc1ccc(CN2CCN(Cc3cccn3-c3ncccn3)CC2CCO)c(C)c1C (centres undefined)	·	1	-1	-18	-4	1.1	-9	-6	-10
O=C(c1cc(Br)ccc1Cl)N1CCCC1	-2	-13	1	-30	-1	1.7	-8	2	-10
COc1ccc(S(=O)(=O)N2CCN(C)CC2)c2ccccc12	-26	-17	4[fluorescence artefact?]	-24	-1	0.47	-6	-5	2[fluorescence artefact?]

Other compounds.
mol	hK5 inh	EBV gp42 inh	eIF4E-4G inh	Furin inh	thrombin 1536	Cl transport mod	Rad51 HR inh	NCF1 inh	14-3-3 Bad PPI
CC(=O)c1cccc(NC(=O)CN(C)Cc2ccc(OC(F)F)cc2)c1	-7	-18	6	-15	-4	-0.39	4	-11	49
COc1ccc(N2CCN(Cc3nc(N)nc(Nc4ccc(C)c(Cl)c4)n3)CC2)cc1	-4	-12	0	-17	0	·	-9	-2	-3
CCOC(=O)c1sc(NC(=O)c2ccc(S(=O)(=O)N3CCCCC3)cc2)nc1-c1ccccc1	-3	6	-1	-21	-9	-0.022	6	-9	-45[fluorescence artefact?]
Cc1cc(C2N=C(N)Nc3nc4ccccc4n32)c(C)n1-c1ccccc1Cl (centres undefined)	-3	8	2	-13	-21	-0.043	-4	41*	14
CCOC(=O)C(C(=O)OCC)C(Nc1ccc(Br)cc1)c1ccccc1 (centres undefined)	-12	-25	5	-23	1	0.74	-7	-9	-7
CCC(=O)OCCNc1nc(-c2ccccc2)nc2ccccc12	2	9	-1	-30	-3	-0.84	4	3	-11
Cc1ccsc1/C=N/NC(=O)c1ccncc1	-11	-6	-5	-12	-3	0.67	15	12	0
COC(=O)NNC(=O)c1ccccc1OC	14	5	3	-8	7	0.54	-10	0	1
O=C(c1cccnc1)N1c2ccccc2Sc2ccccc21	-11	-6	0	-6	0	-0.038	11	-1	-1
Cc1cc(C)n(-c2nc3ccccc3c3nc(C)nn23)n1	-12	-12	-4[fluorescence artefact?]	-16	-5	1.4	10	0	2
O=C(CNCc1ccco1)Nc1ccccc1-n1cccc1	-2	-6	1	-2[20 µM]	2	-0.21	-4	-12	9
CCOC(=O)C1CCCN(C(=O)C2CCN(S(=O)(=O)N3CCC4(CC3)OCCO4)CC2)C1 (centres undefined)	4	-11	-2	-22	-1	·	-5	-6	3
CCCn1nnc2sc3c(c2c1=O)CCC(C)C3 (centres undefined)	0	-17	-1	-9[20 µM]	-4	-0.21	3	-9	-15
COC(=O)c1ccc(NC(=O)C(=O)N2CCCC2)cc1	-17	-22	-7	-4[20 µM]	-1	·	0	4	2
O=C(Cc1cccc2ccccc12)N1CCCc2ccccc21	9	-8	5	-7[20 µM]	0	-1.6	-4	-7	3

Other results
mol	hK5 inh	EBV gp42 inh	eIF4E-4G inh	Furin inh	thrombin 1536	Cl transport mod	Rad51 HR inh	NCF1 inh	14-3-3 Bad PPI
COc1ccc(C(=O)SC2=NCCS2)cc1	17	-10	2	-18[20 µM]	7	·	-11	-8	7[fluorescence artefact?]
CN(C)c1ccc2c(c1)OC(N)=C(C#N)C2c1cccc(F)c1 (centres undefined)	-3	-40	13[fluorescence artefact?]	-14	-9	-1.2	·	-67	2
CN1CCc2nc(SCC(=O)Nc3ccc(F)cc3)c(C#N)cc2C1	-7	-11	2	-22[20 µM]	2	0.26	-4	37*	3[fluorescence artefact?]
COc1ccccc1NC(=O)c1c(N=Cc2ccccc2O)cnn1C	1	-1	-5	-22	1	-0.73	·	-15	-5
O=C(CN1CCC(NC(=O)c2ccccc2Cl)CC1)NCc1ccco1	1	-19	-1	-27	-3	·	1	-2	4
C(=N\N1CCOCC1)/c1cn(-c2ccccc2)nc1-c1ccccc1	-7	-25	3	-9	-6	1.4	-1	-13	-5
Cc1ccc(S(=O)(=O)Nc2nc3ccccc3s2)cc1	-4	3	-2	-2[20 µM]	-2	-0.081	-1	-1	-2
CCCCCNC(=O)c1ccc2c(=O)n(CCOC)c(=O)[nH]c2c1	-23	-7	-4	-12[20 µM]	-10	-0.34	-11	-7	-8
c1nnc2c3c4c(sc3ncn12)CCCC4	3	-30	7	-12[20 µM]	-6	0.96	3	-2	-6
Cc1cccc(NC(=O)c2sccc2-n2cccc2)c1C	-4	16	0	-13[20 µM]	3	-0.75	-4	-5	14[fluorescence artefact?]
COc1ccc(-c2onc3ccc(Cl)cc23)cc1	-10	-8	8	-8[20 µM]	5	0.13	·	-3	-7
CC1CCCN(CC(=O)Nc2ccc(S(=O)(=O)N3CCCCCC3)cc2)C1 (centres undefined)	2	-20	-3	-26	4	0.061	-6	-10	-3
COc1cc(-n2c(C)nc3cc(C(=O)O)ccc32)cc(OC)c1OC	-8	3	-3	-18	-4	2	17	5	-2
CCC(C)[C@H](NC(=O)Nc1ccc(S(N)(=O)=O)cc1)C(=O)OC (some centres undefined)	-2	2	0	-11	-8	1.3	·	-11	-4
CSc1ncccc1C(=O)Nc1ccc(S(=O)(=O)Nc2nccs2)cc1	-12	8	17	-22	-8	1.5	7	-32	-19[fluorescence artefact?]

(list continues)
mol	hK5 inh	EBV gp42 inh	eIF4E-4G inh	Furin inh	thrombin 1536	Cl transport mod	Rad51 HR inh	NCF1 inh	14-3-3 Bad PPI
COc1c2c(nc3occc13)C(CCC(C)(C)O)(OC)C(O)CC2 (centres undefined)	-15	-11	1	-11	-7	0.052	-1	-6	9
N#C/C(=N\O)c1nc2ccccc2s1	43*	7	-2	5	35	-0.22	-6	-3	0
O=C(Nc1ccc2oc(-c3ccccc3F)nc2c1)c1cncc(Br)c1	-16	9	-62[fluorescence artefact?]	-22[20 µM]	-9	-0.59	-12	-18	55
Cc1cc(C)n(-c2nc3ccccc3nc2N2CCCCCC2)n1	-5	-17	3	-14	1	-0.7	-4	-12	3
CCCCOc1ccc(Cl)cc1CSc1n[nH]c(C)n1	-13	-8	1	-5[20 µM]	-5	0.057	-1	-5	0
N#C/C(=C\c1ccncc1)C(N)=O	11	6	5	-8	5	1.4	-5	-3	-4
CC(=O)Nc1ccc(NC(=O)C(C)OC(=O)c2ccc(C)s2)cc1 (centres undefined)	1	-9	2	-10	-2	0.71	26	-9	1
Cc1ccc(/C=C(\NC(=O)c2ccccc2)C(=O)NC(Cc2ccccc2)C(=O)O)cc1 (centres undefined)	-15	-16	11[fluorescence artefact?]	-11	-4	-0.022	-1	-6	-16
CCN1CCCC1CNCC(=O)Nc1ccc(OC(F)(F)F)cc1 (centres undefined)	8	-3	-3	-7	11	-0.11	8	-4	11
c1ccc(Cn2ncc3c(N4CCCCC4)ncnc32)cc1	1	2	-4	-12	-6	-4.1*	-8	4	74*
CCC(C)(C)C1CCC(=NNS(=O)(=O)c2ccc(C)c([N+](=O)[O-])c2)CC1 (centres undefined)	-7	-5	-9	-9	-7	-0.99	6	-15	4
CC(C)(CO)NC(=O)C(c1ccccc1)c1ccccc1	-7	-6	1	-13[20 µM]	-8	1.9	-1	-6	1
COc1ccc(CC(=O)OCn2nnc3ccccc3c2=O)cc1OC	0	-14	-3	-25	0	0.2	7	-7	0
CCC(C)NC(=O)Cn1c(=O)n(CCCCCC(=O)Nc2ccccc2)c(=O)c2sccc21 (centres undefined)	-21	-14	3[fluorescence artefact?]	4	1	0.033	8	-6	-23
CNNC(=S)NC1CC2CC1C1C=CCC21 (centres undefined)	4	-11	5	-5	2	·	7	0	-1

Additional entries:
mol	hK5 inh	EBV gp42 inh	eIF4E-4G inh	Furin inh	thrombin 1536	Cl transport mod	Rad51 HR inh	NCF1 inh	14-3-3 Bad PPI
COc1ccc(NC(=O)CN2CCN(S(=O)(=O)c3ccc(C(C)C)cc3)CC2)cc1OC	-5	-7	-6	-18	-1	-0.0034	-1	-5	-2
COc1ccccc1C1C(C(=O)c2sc(C)nc2C)=C(O)C(=O)N1CCN1CCOCC1 (centres undefined)	-1	-18	3	-7	-3	-0.26	0	-10	19
CSc1cccc(NC(=S)N2CCC(N(C)C3CCCCC3)CC2)c1	1	-26	1	-26	-4	0.55	1	-9	-9
Cc1ccc(-c2nc(SCC(=O)NCC3CCCO3)c(-c3ccccc3)[nH]2)cc1 (centres undefined)	-11	-2	2	-13	-2	-0.48	-3	-10	-3
